Bioassay records as filed in PubChem BioAssay.
RXFP1 ag: activates the human relaxin receptor RXFP1 | hit rate 0.3% among 370,000 | Potency, µM (titrated, usually from 57.5 µM), for inactives: at the highest dose activation, usual class: activators | HEK293T-RXFP1 cAMP TR-FRET, 30 min; response scale: percent of porcine relaxin response, buffer zero | Q9HBX9 | AID 2676; further: potency means the concentration at half of the fitted maximal effect; on the % scale 0 is the no-effect control and ±100 the full control effect; nearly all actives have a fitted effect of over 60% in size; many of its hits are not listed in these tables
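Agonist response is measured as cAMP accumulation in an RXFP1-transfected HEK293T line under PDE4 inhibition. Values are scaled between buffer-only and 29 nM porcine relaxin, and EC50s come from standard Hill equation fits.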
Glioma ERSR ind: induces the endoplasmic reticulum stress response in human glioma cells; hit rate 0.02% among 420,000; U87-MG GRP78 promoter luciferase reporter, 16 h; Potency, µM, for the others: at the highest dose activation, actives largely listed as activators; AID 602332; further: potency means the concentration at half of the fitted maximal effect; series mostly up to about 76 µM; % of control where 0% means no effect; nearly all actives have a fitted effect of over 35% in size
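Stably transfected U87-MG human glioma cells carrying a GRP78-based luminescent sensor were seeded at 1000 cells/well, pin-dosed with compounds and incubated 16 h. Luciferase reagent was then added, and end-point luminescence was read after 10 min at room temperature.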
LDHA inh: blocks human lactate dehydrogenase A; P00338; activity change, % (values are at about 110 or 230 µM); hit rate 0.15% among 480,000; purified LDHA, NADH/diaphorase-resazurin fluorescence; hits give low values; in the data active means activity change below about -30%; inconclusive means mostly about -25% to -30%;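 further: plate controls were DMSO wells for no effect and wells without enzyme for full effect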
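Human LDH5 at 2 nM final in Tris HCl pH 7.4 with 0.06 mM NADH and 0.2 mM pyruvate, reacted 5 minutes at room temperature. Remaining NADH coupled via diaphorase/resazurin; resorufin fluorescence read at 0 and 20 minutes, normalized to enzyme-free and DMSO wells.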
Vif-APOBEC3F blk: inhibitors of Vif-A3F interaction. hit rate 0.2% among 390,000. HeLa A3F-eYFP + Vif (tagged APOBEC3F with the HIV-1 protein that degrades it), YFP fluorescence increase. AID 602313. Potency, µM (highest dose often 46.1 µM), inactives show top-dose activity, negative = active; further: potency means the concentration at half of the fitted maximal effect; % of control where 0% means no effect; nearly all actives have a fitted effect of over 65% in size
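Fluorescence increase (Ex 488/Em 500-530) after overnight compound treatment at 37 deg C flags inhibition of Vif-driven A3F-eYFP loss in stable HeLa A3F-eYFP/Vif cells seeded overnight beforehand.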
TrxR1 substrate: is turned over as a substrate by rat TrxR1; O89049; Potency, µM (titrated, usually from 114 µM), for the others: top-dose activity change, negative = substrate turnover; purified TrxR1 substrate turnover, NADPH consumption readout; hit rate 0.01% among 390,000; AID 588456; further: potency means the concentration at half of the fitted maximal effect; on the % scale 0 is the no-effect control and ±100 the full control effect; nearly all actives have a fitted effect of over 50% in size
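Rat TrxR1, dispensed at 90 nM, was prereduced with 400 uM NADPH (final) for 5 min at ~22 deg C, then incubated with compound 15 min before 400 uM selenite. A first-read NADPH fluorescence drop versus no-compound background flagged substrates.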
Vif-A3G inh: Vif-A3G binding inhibition | Potency, µM (doses to about 46.1 µM), for the others: at the top dose activity, negative = active, usual class: inhibitors | hit rate 0.076% among 410,000 | HeLa A3G-eYFP + Vif (tagged APOBEC3G with the HIV-1 protein that degrades it), YFP fluorescence, overnight;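 further: potency means the concentration at half of the fitted maximal effect; on the % scale 0 is the no-effect control and ±100 the full control effect; nearly all actives have a fitted effect of over 60% in size; hits raise eYFP signal because A3G escapes Vif-driven loss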
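Read-out is eYFP fluorescence (Ex 488/Em 500-530) from Vif-expressing HeLa A3G-eYFP cells; more signal means A3G escaped Vif-mediated degradation. Cells plated overnight, compound pinned in, incubated overnight at 37 deg C.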
PI4K2A inh: PI4K2A (human) kinase inhibition; Q9BTU6; purified PI4K2A, ADP-Glo luminescence, 1 h; hits give low values; activity change, negative = inhibition, % at 76.9 µM; hit rate 0.13% among 420,000; AID 1346378; in the data active means activity change below about -50%; inconclusive means mostly about -30% to -49%;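 further: -100% = wells without enzyme as full effect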
Target sequence (Q9BTU6 whole entry, looked up): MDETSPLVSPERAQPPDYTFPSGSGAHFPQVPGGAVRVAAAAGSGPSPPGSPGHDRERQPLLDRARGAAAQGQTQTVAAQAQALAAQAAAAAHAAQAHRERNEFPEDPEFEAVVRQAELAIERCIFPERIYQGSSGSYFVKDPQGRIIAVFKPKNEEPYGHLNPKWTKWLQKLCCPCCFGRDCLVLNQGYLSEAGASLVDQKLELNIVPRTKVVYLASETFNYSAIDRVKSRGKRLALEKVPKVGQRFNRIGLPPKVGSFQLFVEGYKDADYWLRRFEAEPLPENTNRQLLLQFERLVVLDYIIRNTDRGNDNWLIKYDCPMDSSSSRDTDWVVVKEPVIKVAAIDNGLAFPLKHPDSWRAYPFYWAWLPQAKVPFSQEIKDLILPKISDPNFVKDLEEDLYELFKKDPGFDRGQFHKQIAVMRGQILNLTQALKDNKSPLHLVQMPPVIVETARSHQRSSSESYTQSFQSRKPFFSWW
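ADP-Glo luminescence measured ADP generated by PI4K2A enzyme (4 ug/mL before mixing) with 1.2 mM PI substrate (pre-mix) and 300 microM ATP (pre-mix). Tris pH7.5 buffer with MgCl2, Triton X-100; 1 h reaction at ambient temperature.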
IDH1 R132H inh: human IDH1 R132H inhibition. O75874. AID 602179. IDH1-R132H enzyme, NADPH consumption, diaphorase/resazurin fluorescence. Potency, µM (series often up to 76.6 µM), without a hit: at the highest dose activity change, negative = inhibition, hits mostly inhibitors. hit rate 0.093% among 390,000; further: potency means the concentration at half of the fitted maximal effect; on the % scale 0 is the no-effect control and ±100 the full control effect; nearly all actives have a fitted effect of over 65% in size
Target sequence (O75874 whole entry R132H, stated change not applied): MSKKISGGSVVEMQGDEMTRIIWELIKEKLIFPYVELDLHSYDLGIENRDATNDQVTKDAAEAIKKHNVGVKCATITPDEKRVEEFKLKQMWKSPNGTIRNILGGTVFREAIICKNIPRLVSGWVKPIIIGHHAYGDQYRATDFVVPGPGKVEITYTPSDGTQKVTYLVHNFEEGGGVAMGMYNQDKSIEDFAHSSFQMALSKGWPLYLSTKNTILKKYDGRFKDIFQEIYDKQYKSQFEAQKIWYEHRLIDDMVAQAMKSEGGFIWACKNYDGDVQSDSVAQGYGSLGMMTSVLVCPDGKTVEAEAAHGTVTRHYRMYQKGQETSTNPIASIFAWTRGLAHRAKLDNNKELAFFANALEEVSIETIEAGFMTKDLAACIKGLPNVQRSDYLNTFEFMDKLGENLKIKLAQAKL
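IDH1-R132H (0.5 ug/mL) preincubated 30 min with compound, then NADPH (0.016 mM) and alpha-KG (2 mM) added; 80 min at RT, pH 7.5. Remaining NADPH coupled via diaphorase/resazurin to fluorescence (540/590 nm); concentration-response curves normalized to no-enzyme control.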
USP1 inh: USP1/UAF1 (human) deubiquitinase inhibition; recombinant USP1/UAF1, Ub-Rhodamine cleavage fluorescence; Potency, µM (doses to about 57.1 µM), without a hit: at the highest dose activity change, negative = inhibition, usual class: inhibitors; hit rate 0.23% among 390,000; O94782; further: potency means the concentration at half of the fitted maximal effect; on the % scale 0 is the no-effect control and ±100 the full control effect; nearly all actives have a fitted effect of over 60% in size; inactives centre near -12
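USP1/UAF1 complex (1 nM) preincubated 15 min at room temperature with compound, then Ub-Rho substrate (150 nM final) added. Kinetic fluorescence at 480/540 nm over 6 reads at 60 s intervals; 50 mM HEPES pH 7.8, 0.5 mM EDTA, 0.1 mg/ml BSA, 1 mM TCEP, 0.01% Tween-20.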
* hit, by the source's call; u = inconclusive; x = no result given; & = joins results of further samples; [ ] = another dose, or the depositor's remark. Unless noted, the call rests on the fitted dose curve; in most records, active means well fitted curve in the direction sought with a large enough effect; inconclusive means small, poorly fitted or top-dose-only effect, or another doubt; inactive means no such curve, though single readings can be large; an effect the other way counts as inactive or inconclusive. The list is partial; rates above refer to the full screens.

Compound	RXFP1 ag	Glioma ERSR ind	LDHA inh	Vif-APOBEC3F blk	TrxR1 substrate	Vif-A3G inh	PI4K2A inh	IDH1 R132H inh	USP1 inh
Cc1ccc(C)c(NC(=O)C(=O)NCC2CCCN2S(=O)(=O)c2cccs2)c1 (configuration not stated)	1.8%	-3%	-3	-10%	-8%	-3%	-1	5%	-27%
COc1ccc(Cc2nc3c4cnn(-c5ccccc5F)c4ncn3n2)cc1	-0.2%	x	-1	x	6%	x	-2	x	-6%
CC1(C)CC(NC(=O)c2ccncc2)CC(C)(C)N1O	-0.3%	-3%	-10	-15%	1%	-2%	0	7%	-10%
COc1cccc(/C=N/NC(=O)Cn2cnc3c2c(=O)n(C)c(=O)n3C)c1OC	18µM*	-3%	-2	2%	3%[57.1 µM]	0%	1	3%	-15%
CC1CCCC(C)N1S(=O)(=O)c1ccc(Cl)cc1 (configuration not stated)	2.2%	6%	0	6%	11%	-6%	24	7%	-21%
CN(C)CCCNCC(=O)NN(c1ccccc1)c1ccccc1	1.1%	7%	-17	-19%	6%	-3%	-1	9%	-20%
CC(NC(=O)c1cccs1)c1ccc(Br)cc1 (configuration not stated)	x	-4%	5	8%	-4%[57.1 µM]	-1%	3	3%	-12%
CNC(=O)CSCCn1c(SCC(=O)NC)nc2ccccc2c1=O	0.2%	-3%	-5	-3%	11%[57.1 µM]	2%	-5	2%	-5%
COc1ccc(C(=O)NCCSc2ccccc2)cc1	1.7%	-11%	1	-12%	13%	-4%	-7	11%	-18%
CC1(C)CC(=O)N(c2ccc(C#N)cc2)C(=O)C1	-0.4%	-1%	-3	0%	0%	5%	-2	-4%	-7%
CCSc1nc2ccccc2n1CC(=O)N1CCOCC1	1.1%	-3%	1	-7%	-2%	5%	1	-15%	-5%
CC(C)Cn1c(CN2C(=O)c3ccccc3C2=O)nc2ccccc2c1=O	5.9%	-1%	-2	-2%	-11%	4%	6	4%	0%
Cn1c(CNC(=O)c2ccc(Cl)cc2)nnc1SCC(=O)N1CCOCC1	-1.9%	-1%	-9	-13%	6%	0%	-4	5%	-2%
CCCCSc1nnc(-c2ccc(C)cc2)n1C	-1.5%	-5%	-4	x	8%	-4%	3	-1%	-22%
CCOc1ccc(N2CC(C(=O)Nc3cccc(S(=O)(=O)NC4=NCCC4)c3)CC2=O)cc1 (configuration not stated)	5.4%	-1%	-2	2%	6%	2%	-1	-3%	-22%
CC(=O)Nc1ccc(S(=O)(=O)NCCC(=O)NCCc2ccc(F)cc2)cc1	1.9%	-7%	-4	-26%	7%[57.1 µM]	0%	8	4%	-13%
Cc1cccc(-n2c(SCC(=O)NCc3ccco3)nnc2-c2ccco2)c1	0.1%	-4%	-4	-10%	9%	1%	7	-1%	-8%
COc1ccc(-n2c(SCC(=O)Nc3cccc4ccccc34)nc(O)cc2=O)cc1	2.8%	0%	0	6%	6%[57.1 µM]	-5%	-15	-3%	u
COc1ccc(C2=NS(=O)(=O)N(C)C(C(=O)NCc3ccccc3)=C2)cc1OC	4.1%&-0.7%	-3%&-2%	0&-4	5%&-3%	-4%[57.1 µM]	-1%&4%	-5&1	-10%&-6%	-19%&-11%
CCC[n+]1cn(/C(C(=S)Nc2cccc(Cl)c2C)=C(/[O-])c2ccc(OC)c(OC)c2)c2ccccc21	-0.9%	-3%	-13	10%	4%[57.1 µM]	-5%	6	-7%	-3%
CCCn1ncc(CN2CCC(Oc3ccc(C(=O)N4CCCC4)cc3)CC2)c1C	0.2%	-7%	-3	-3%	-5%	1%	4	0%	-18%
O=C(CCc1c[nH]c2ccccc12)NCC1COc2ccccc2O1 (configuration not stated)	-0.1%	-4%	-3	2%	9%[57.1 µM]	3%	-3	1%	-14%
Cc1c(/C(O)=C2/C(=O)C(=O)N(CCN(C)C)C2c2ccc(C(C)C)cc2)cnn1-c1ccccc1 (configuration not stated)	18%	-2%	0	0%	-1%	-7%	2	0%	-15%
C[C@@H]1CN([C@H](C)CO)C(=O)c2cc(Br)cnc2O[C@@H]1CN(C)Cc1ccc(F)cc1	x	-5%	-13	-6%	x	3%	-3	-10%	-20%
C/C(N)=C(/C#N)C(=O)CSc1nn(-c2ccc(Cl)cc2)c(=S)s1	10%	6%	-9	4%	-5%	-9%	1	0%	-15%
O=c1c2ccccc2nc(/C=C/c2ccccc2)n1CCCO	1.2%	2%	0	0%	0%	-12%	-3	-6%	-27%
Cc1ccc(C)c(CN2C(=O)c3ccccc3Sc3ccc(C(=O)NCc4ccc5c(c4)OCO5)cc32)c1	2.1%	-3%	-16	0%	5%	7%	5	-8%	-19%
Cc1c(Cl)cccc1NC(=O)CCC(=O)NNC(=O)CCC(=O)O	0.4%	0%	-2	-2%	-6%	1%	-1	-8%	-14%
COc1ccc(NC(=O)CCc2nnc3n(C)c(=O)c4sccc4n23)cc1Cl	7.1%	-3%	1	-11%	5%[2.29 µM]	1%	-1	-4%	-9%
CCc1nn(C(CC)C(=O)NCc2ccc(F)cc2)c(=O)c2cc3occc3n12 (configuration not stated)	7.0%	2%	-6	4%	3%	3%	-2	10%	-17%
COc1ccc(CN/C(C)=C(/C#N)C(N)=O)cc1OC	1.2%	2%	-19	x	-3%	1%	9	-4%	1%
O=C(CCS(=O)(=O)c1ccccc1)NCCS(=O)(=O)c1ccccc1	-1.8%	-2%	-8	-7%	9%[57.1 µM]	-4%	-17	3%	-16%
Cc1ccnc(NC(=O)CNC(=O)c2cccs2)c1	-1.5%	-2%	-4	-5%	2%	-2%	1	6%	-4%
O=C(CC1(O)C(=O)Nc2ccccc21)c1ccc(-n2cnnn2)cc1 (configuration not stated)	0.3%	5%	-1	16%	-6%	-8%	-7	-1%	-10%
CCCc1nc2ccccc2c(=O)n1-c1ccc(C(=O)OCC)cc1	0.4%	-4%	-1	6%	-9%	-1%	4	3%	-18%
Cc1ccccc1C(C(=O)NCc1ccccc1)N(Cc1ccco1)C(=O)c1ccccn1 (configuration not stated)	-1.0%	-6%	-7	-1%	-5%	-1%	2	-2%	-14%
COc1ccc(C(=O)Nc2nnc(SCC(=O)NCc3ccco3)s2)c(OC)c1	3.1%	-13%	-1	3%	12%	0%	-7	-5%	-15%
Cc1cccc(C2c3c(n(C)c(=O)n(C)c3=O)N=C3c4ccccc4C(=O)C32)c1 (configuration not stated)	x	-3%	-2	-2%	5%	-8%	5	-8%	u
c1ccc(COc2ncnc3c2ncn3CCCN2CCN(c3ncccn3)CC2)cc1	x	-1%	-4	4%	x	3%	0	0%	-18%
C[C@H](CO)N1C[C@H](C)[C@@H](CN(C)Cc2ccc3c(c2)OCO3)Oc2c(NC(=O)C3CC3)cccc2C1=O	x	-3%	9	-2%	7%[57.1 µM]	-1%	-4	-5%	12%
COc1ccc(CNC(=O)N2CCN(C(=O)c3ccccc3)CC2)cc1	0.7%	-3%	-5&-7	-1%	1%[57.1 µM]	-2%	-4	4%	-9%
Cc1cc(=O)n2c3ccccc3n(CC(O)CN3CCN(CCO)CC3)c2c1C#N (configuration not stated)	13%	-5%	-1	9%	15%	5%	2	-5%	-21%
COc1ccc(S(=O)(=O)CCC(=O)N(C)c2ccc(OC)cc2OC)cc1	-1.3%	-5%	2	1%	3%	0%	2	12%	-17%
CC(C)C(=O)Nc1cccc(C(=O)Nc2nnc(C(C)C)s2)c1	-0.6%	-7%	-5	-7%	-3%	-10%	-2	-5%	-12%
CCN(Cc1nc2ccccc2c(=O)[nH]1)C(=O)c1ccc(C)c(NC(=O)c2ccco2)c1	1.9%	-2%	0	-29%	-4%	-5%	-1	-2%	2%
CCCn1nc(NC(=O)c2cccs2)c2cc3ccccc3nc21	1.2%	-3%	-5	-4%	5%	-1%	-1	2%	-23%
CCC(C)(C)NC(=O)C(c1ccc(C)cc1)N(Cc1ccco1)C(=O)Cn1nnc2ccccc21 (configuration not stated)	1.4%	-2%	-7	0%	-6%	4%	1	-14%	-21%
CC1(C(=O)O)CCCN(C(=O)c2cc3ccccc3s2)C1 (configuration not stated)	x	-1%	-6	x	x	1%	1	x	x
COCCn1c(SCc2nc3ccccc3c(=O)[nH]2)nnc1-c1ccncc1	0.9%	0%	-9	-2%	11%[57.1 µM]	3%	1	-3%	-13%
O=C(c1ccc([N+](=O)[O-])cc1)N1CCc2ccccc21	x	-2%	-2	0%	-19%[57.1 µM]	-1%	2	9%	-13%
CC(=O)C(=Nc1ccc(Cl)cc1Cl)NNc1cccc(Cl)c1	0.2%	-6%	0	-5%	-13%	-6%	15	3%	-20%
